CHT allo act: CHT positive allosteric modulators, primary screen, cell-based, membrane potential dye, choline EC20. High affinity choline transporter 1 (Homo sapiens), Q9GZV3. CHT-expressing cells; stronger effect = higher value; LV-AA mutant CHT in HEK293 cells. B-score at 10 µM. hit rate 0.49% among 310,000;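 active = initial fluorescence not abnormally high and integrated response B-score, plate-corrected, over 3 SD above library mean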
Target sequence (Q9GZV3 whole entry, looked up): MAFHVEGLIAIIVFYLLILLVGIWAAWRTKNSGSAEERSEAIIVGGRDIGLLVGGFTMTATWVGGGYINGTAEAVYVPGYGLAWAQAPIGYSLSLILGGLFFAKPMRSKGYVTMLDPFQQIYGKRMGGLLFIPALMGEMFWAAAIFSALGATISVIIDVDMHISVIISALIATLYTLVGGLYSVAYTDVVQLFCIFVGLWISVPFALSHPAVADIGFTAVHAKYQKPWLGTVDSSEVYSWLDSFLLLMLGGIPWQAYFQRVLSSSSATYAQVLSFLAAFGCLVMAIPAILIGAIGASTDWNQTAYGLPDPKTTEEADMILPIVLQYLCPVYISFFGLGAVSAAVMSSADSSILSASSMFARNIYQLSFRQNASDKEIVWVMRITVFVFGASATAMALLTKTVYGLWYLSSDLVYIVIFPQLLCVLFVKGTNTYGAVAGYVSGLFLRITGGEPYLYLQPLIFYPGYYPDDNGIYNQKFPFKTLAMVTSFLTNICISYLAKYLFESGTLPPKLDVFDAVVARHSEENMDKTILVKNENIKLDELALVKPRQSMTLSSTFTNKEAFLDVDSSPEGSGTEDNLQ
OX1R antag: OX1R (HCRTR1) antagonists, primary screen, fluorescence, CHO/OX1R cells, Fluo-8 calcium, orexin A. Fluo-8 calcium fluorescence. inhibition, % at 5 µM. hit rate 0.43% among 330,000. AID 434989, 2010;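 active = inhibition above its plate's threshold, mean inhibition of all tested compounds on the plate plus 3 SD, cut at about 37% in these data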;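 note: 0% = orexin A challenge wells and 100% = SB-334867-A antagonist wells; not every result past the cut was called active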
Target sequence (O43613 whole entry, looked up): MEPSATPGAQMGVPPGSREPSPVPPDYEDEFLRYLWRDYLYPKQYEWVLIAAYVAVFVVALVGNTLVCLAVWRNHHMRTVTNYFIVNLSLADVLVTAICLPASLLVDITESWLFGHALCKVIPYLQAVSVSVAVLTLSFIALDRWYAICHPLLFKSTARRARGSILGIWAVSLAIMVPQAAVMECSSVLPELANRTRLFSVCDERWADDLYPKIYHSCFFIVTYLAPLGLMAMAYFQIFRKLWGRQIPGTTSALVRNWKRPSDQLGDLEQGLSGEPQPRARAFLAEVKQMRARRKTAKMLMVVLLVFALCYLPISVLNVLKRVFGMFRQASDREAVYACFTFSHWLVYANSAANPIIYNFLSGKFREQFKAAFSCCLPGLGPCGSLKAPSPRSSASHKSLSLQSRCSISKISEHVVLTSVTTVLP
Active calls of the source: *; i = inactive; / = no result given.

The opening four entries, ahead of the listing:
SMILES	CHT allo act	OX1R antag
CCOc1cc(CNCCc2c[nH]c3ccccc23)cc(Cl)c1OCC(N)=O	i	-20
CC(=O)NC(c1ccccc1)c1c(O)ccc2ccccc12 (stereo not given)	i	-14
CCOC(=O)CCCSc1nc2sc(C)c(C)c2c(=O)[nH]1	i	-25
O=c1c(-c2nc3ccccc3s2)cccn1Cc1ccc(Cl)c(Cl)c1	i	-14

All compounds of this part, repeating the preview:
SMILES	CHT allo act	OX1R antag
CCOc1cc(CNCCc2c[nH]c3ccccc23)cc(Cl)c1OCC(N)=O	i	-20
CC(=O)NC(c1ccccc1)c1c(O)ccc2ccccc12 (stereo not given)	i	-14
CCOC(=O)CCCSc1nc2sc(C)c(C)c2c(=O)[nH]1	i	-25
O=c1c(-c2nc3ccccc3s2)cccn1Cc1ccc(Cl)c(Cl)c1	i	-14
COc1ccc(NCC(=O)N/N=C/C2CCCCC2)cc1	i	-24
O=C(CSc1ccccc1F)NC1CCS(=O)(=O)C1 (stereo not given)	i	-13
CCOc1ccc(N2C(=O)S/C(=C\c3ccc(O)c(OC)c3)C2=O)cc1	i	-19
CCN(CC)c1nc(Oc2ccc(=O)[nH]n2)nc(N2CCOCC2)n1	i	-10
O=C(Nc1nnc(SCc2ccccc2Cl)s1)c1cccc([N+](=O)[O-])c1	i	-8
CC1Cc2ccccc2N1C(=O)CN1CCN(Cc2ccccc2)CC1 (stereo not given)	i	-7
COc1ccc(CCNC(=O)CSc2nnnn2Cc2ccc3c(c2)OCO3)cc1OC	i	-20
O=C1CC(N2CCSCC2)C(=O)N1c1ccc(F)cc1 (stereo not given)	i	-29
O=C(c1ccco1)N1CCN(C(c2cccs2)c2sc3ncnn3c2O)CC1 (stereo not given)	i	-2
Cc1ccc(C(=O)O/N=C\c2ccc(N3CCCCC3)c([N+](=O)[O-])c2)cc1	i	-11
Cn1c(-c2cccc(Br)c2)cnc1NCc1ccccc1O	i	/
CCN(CC)CC(C)OC(=O)COc1ccc(OC)cc1 (stereo not given)	i	-13
CN(C)/C=N/c1ncn(-c2ncc(C(F)(F)F)cc2Cl)n1	i	1
CCOC(=O)Nc1ccc2c(COC(=O)CN(C)S(=O)(=O)c3ccc(C)cc3)cc(=O)oc2c1	i	-10
COCc1cc(C)nc2sc(C(=O)N3CCN(c4ccccc4)CC3)c(N)c12	i	-43
Cc1ccc(S(=O)(=O)N2CCCN(C(=O)c3ccc(-n4cccn4)cc3)CC2)cc1	/	-19
CCOc1cccc2sc(=NC(=O)CCS(=O)(=O)c3ccccc3)n(CC)c12	i	-22
COC(=O)[C@]1(Cc2ccccc2)N[C@H](CN(C)S(=O)(=O)c2ccc(C(C)(C)C)cc2)[C@@H]2C(=O)N(C)C(=O)[C@@H]21	/	-25
CC1CCC(NC(=O)C(NC(=O)c2ccccc2)C(C)C)CC1 (stereo not given)	i	-26
CN(CC(=O)Nc1ccc(Cl)cc1)C(=O)CCc1nc2sc3c(c2c(=O)[nH]1)CCCC3	i	-27
O=C(CNC(=O)c1cccs1)NCC(=O)OCc1ccc(Cl)cc1Cl	i	-3

Copied from the list.
O=C(CNC(=O)c1cccs1)NCC(=O)OCc1ccc(Cl)cc1Cl – OX1R antag = -3
CC1Cc2ccccc2N1C(=O)CN1CCN(Cc2ccccc2)CC1 (stereo not given) – OX1R antag = -7
CC(=O)NC(c1ccccc1)c1c(O)ccc2ccccc12 (stereo not given) – OX1R antag = -14
CN(C)/C=N/c1ncn(-c2ncc(C(F)(F)F)cc2Cl)n1 – OX1R antag = 1
CCOc1cc(CNCCc2c[nH]c3ccccc23)cc(Cl)c1OCC(N)=O – OX1R antag = -20
CCOc1cccc2sc(=NC(=O)CCS(=O)(=O)c3ccccc3)n(CC)c12 – OX1R antag = -22

New compounds follow:
SMILES	CHT allo act	OX1R antag
C=Cn1cc[n+](CC(=O)c2ccc(Br)s2)c1	i	0
O=C(Oc1c(CN2CCOCC2)cc(Cl)c2cccnc12)c1ccccc1F	i	-15
O=C(COc1ccc(/C=N/NS(=O)(=O)c2ccccc2)cc1)NCCc1ccccc1	i	-11
Cc1ccc(-n2nnnc2SC(C)C(N)=O)c(C)c1 (stereo not given)	i	-8
CCCOc1ccc(OCCN2CCCC(C)C2)cc1 (stereo not given)	i	-14
CC(=O)Nc1ccc(N/C(C)=C/C(=O)c2cccnc2)cc1	i	-2
CC(Nc1nc(N2CCN(CCO)CC2)nc2ccccc12)c1ccccc1 (stereo not given)	i	-5
CCOC(=O)N1CCC(N2Cc3cccc(C(=O)Nc4ccc(F)cc4)c3C2=O)CC1	i	-22
COc1ccccc1-n1c(CNC(=O)c2ccco2)nnc1SCC(=O)Nc1nccs1	i	-6
O=C(Nc1nccs1)C1CCCN1S(=O)(=O)c1ccc(Cl)cc1 (stereo not given)	i	5
CC1S/C(=C(\C#N)C(=O)NCc2ccco2)N(c2ccc(F)cc2)C1=O (stereo not given)	i	-2
CCCN(CC#CC(O)(c1ccccc1)c1cccnc1)CCC (stereo not given)	i	-7
O=C(CCCn1c(SCC(=O)c2ccccc2)nc2ccccc2c1=O)NCC1CCCO1 (stereo not given)	i	-8
C#CCOCCOCCOCCNc1nc(N2CCN(C(=O)CCCCCCCCCCNC(=O)[C@H](CCCCN)n3cc(C)nn3)CC2)nc(N2CCN(C(=O)CCCCCCCCCCNC(=O)[C@@H]([C@H](C)O)n3cc(C)nn3)CC2)n1	i	-19
COc1ccc2c(c1OC)C(=O)O[C@@H]2[C@H]1c2c(cc3c(c2OC)OCO3)CCN1C	i	-16
O=C1CC(N2CCN(S(=O)(=O)c3cccc(C(F)(F)F)c3)CC2)C(=O)N1Cc1ccccc1 (stereo not given)	i	-8
CCn1cc([N+](=O)[O-])c(C(=O)N2N=C(c3ccc4ccccc4c3)CC2c2cc(Br)ccc2O)n1 (stereo not given)	i	-13
NC(=O)CCS(=O)(=O)c1ccc(Cl)cc1	i	-12
Cc1cccc(NC(=O)C23CCC(C)(/C(=N/O)C2)C3(C)C)c1 (stereo not given)	i	-14
Cc1oc(-c2ccccc2)cc1C(=O)Nc1cccc(/C=C\C(=O)O)c1	i	-8
Cc1noc(C)c1S(=O)(=O)Nc1ccccc1N1CCOCC1	i	3
N#C/C(=C\c1ccco1)c1nc2ccccc2s1	i	5
COC(=O)c1ccc(NC(=O)CCN2CCN(c3ccccc3)CC2)cc1	i	-11
COc1ccccc1CNCC(=O)Nc1ccc(N2CCOCC2)cc1	i	2
CCNC(=S)N1CCN(C(=O)c2ccco2)CC1	i	2

Complete entries as entered above. Order of screens: CHT allo act	OX1R antag
Cc1noc(C)c1S(=O)(=O)Nc1ccccc1N1CCOCC1 is listed as i	3
O=C1CC(N2CCN(S(=O)(=O)c3cccc(C(F)(F)F)c3)CC2)C(=O)N1Cc1ccccc1 (stereo not given) is listed as i	-8
COCc1cc(C)nc2sc(C(=O)N3CCN(c4ccccc4)CC3)c(N)c12 is listed as i	-43
CCOC(=O)Nc1ccc2c(COC(=O)CN(C)S(=O)(=O)c3ccc(C)cc3)cc(=O)oc2c1 is listed as i	-10
CCOc1ccc(N2C(=O)S/C(=C\c3ccc(O)c(OC)c3)C2=O)cc1 is listed as i	-19

(further entries)
SMILES	CHT allo act	OX1R antag
CC(OC(=O)Cn1ccccc1=O)C(=O)Nc1cc(Cl)cc(Cl)c1 (stereo not given)	/	-15
O=C(OCC(=O)N1CCCC1)c1ccccc1OCc1ccccc1	i	-14
COc1cc(OC)c(-n2cc(-c3ccc(OC)c(OC)c3)[nH]c2=S)cc1Cl	i	/
COc1ccc(C(=O)OCC(=O)NCc2ccc3c(c2)OCO3)cc1S(=O)(=O)N1CCOCC1	/	-17
CC(C)CCn1c(=O)c2ccccc2n2c(CN3CCCC3)nnc12	i	-27
Cc1nc(NCCc2ccc(S(N)(=O)=O)cc2)c2c(C)c(C)sc2n1	i	19
Cc1cc([N+](=O)[O-])ccc1NC(=O)c1ccc(NC(=O)C(C)C)cc1	i	-24
Cc1nc(-c2ccccc2)sc1C(=O)/C=C/c1ccc(Cl)cc1	i	-14
O=C(c1cn(Cc2ccccc2)nc1-c1cccnc1)N1CCN(Cc2ccccc2)CC1	/	-34
Cc1ccc(OCc2nc(C#N)c(NCc3ccco3)o2)cc1	i	-6
COC(=O)c1cc(-c2cc(OC)ccc2OC)nc2c1c(=O)n(C)c(=O)n2Cc1ccccc1	i	-18
COc1cc(OC)cc(OC(=O)C2CCN(S(=O)(=O)c3ccc(OC)c(OC)c3)CC2)c1	i	-28
CC(/C=N/NC(=O)c1n[nH]c2c1CCC2)=C\c1ccccc1	i	2
O=C(c1cccc(Cl)c1)N1CCC(=O)N(C(CO)Cc2ccccc2)CC1 (stereo not given)	i	-13
Cc1cccc(Cn2c(N3CCN(CCO)CC3)nc3c2c(=O)[nH]c(=O)n3C)c1	i	-12
COc1ccc(C(CNC(=O)c2ccc(S(=O)(=O)N3CCOCC3)cc2)N2CCCCC2)cc1 (stereo not given)	i	-21
COc1cc(-c2nc3cccc(C)n3c2NCC2CCCO2)ccc1O (stereo not given)	6.7*	-14
Cc1ccc(CS(=O)(=O)CCC(=O)NCc2ccc3c(c2)OCO3)cc1	i	-5
Cc1cc(C)n2nc(C)c(Br)c2n1	i	-6
Cc1cccc(NC(=O)C2CCCN2S(=O)(=O)c2ccc(Cl)cc2)n1 (stereo not given)	i	22
CCCCn1c(SCC(=O)Nc2ccc(OC)cc2)nc2ccc(N3CCOCC3)cc2c1=O	i	-28
CS(=O)(=O)c1ccc2nnn(OCC(=O)Nc3cccc(C#N)c3)c2c1	i	-7
Cc1cc(C)n(-c2nnc(C)n2/N=C/c2ccccc2F)n1	i	-3
CCC(NC(=O)C1(C)CC1(Br)Br)c1ccc(C)cc1 (stereo not given)	i	-15
COc1ccnc(Oc2ccc(F)cc2)c1C(=O)N/C=N/OCc1cccc(F)c1	i	-5

Retrieved one by one from the entries so far (two):
SMILES	CHT allo act	OX1R antag
Cc1oc(-c2ccccc2)cc1C(=O)Nc1cccc(/C=C\C(=O)O)c1	i	-8
O=C(Nc1nccs1)C1CCCN1S(=O)(=O)c1ccc(Cl)cc1 (stereo not given)	i	5

Additional records follow.
SMILES	CHT allo act	OX1R antag
COc1cccc(NC(=O)CSc2nnnn2C(C)C)c1	i	-19
Cc1ccc2cccc(N)c2n1	i	-1
N=c1n(CC(=O)c2cccc([N+](=O)[O-])c2)c2ccccc2n1Cc1ccccc1	i	-3
CC1CCC(C(C)C)C(OC(=O)COC(=O)c2ccc(N)cc2)C1 (stereo not given)	i	-24
CCN(c1ccccc1C)S(=O)(=O)c1cc2c3c(c1)CCN3C(=O)CC2	i	-19
O=C(NC1=NCCS1)C1COc2ccccc2O1 (stereo not given)	i	2
COc1ccc(S(=O)(=O)NCCSCc2ccco2)cc1	i	-8
COc1cccc(-c2cc(C(=O)Nc3cc(C)nn3-c3ccccc3)no2)c1	i	-26
CCOC(=O)C1=C(COC(=O)CCOc2cc(C)ccc2C)NC(=O)NC1C (stereo not given)	/	-21
COc1ccc(N/N=C(/C(N)=O)C2=NC(C)(C)Cc3ccccc32)cc1	i	-13
CCOC(=O)N1CCC(Nc2c(-c3ccc(C)cc3)c(=O)c2=O)CC1	i	-29
COc1cccc2sc(Nc3nnc(-c4ccc(F)cc4)o3)nc12	i	-4
C/C=C/c1cc(OC)c2c(c1)[C@H](C)[C@@H](c1ccc(O)c(OC)c1)O2	i	-12
Cc1ccc(S(=O)(=O)N2CCC(C(=O)N3CCN(c4ccccn4)CC3)CC2)cc1	i	-9
CCOC(=O)C1CCN(C(=O)CN2C(=O)c3ccccc3Sc3ncccc32)CC1	i	-17
Cc1cc(C)cc(OCCCCCNCCO)c1	i	-20
O=C(Nc1ccon1)c1csc2c1CCCC2	i	-9
Cc1ccc(/C(N)=N/OC(=O)CCc2ccccc2)cc1	i	-8
Clc1ccccc1Oc1cnc2ccccc2n1	i	-17
COc1cccc(N2CCN(S(=O)(=O)c3ccc(CN4C(=O)c5cccnc5C4=O)cc3)CC2)c1	i	-34
COC(=O)C1=C(COc2ccccc2)NC(=O)NC1c1ccc(Cl)cc1 (stereo not given)	i	-38
CC(C)C[C@H]1CN=C(Nc2ccccc2)N1CCCC1CCCC1	i	-31
Cc1cc(C)cc(NC(=O)C2CC3CCC2C3)c1 (stereo not given)	i	/
CCCCC(=O)N/N=C(\C)CC(=O)Nc1ccccc1Br	i	-31
Cc1ccc(S(=O)(=O)N2CCC(C(=O)OCC(=O)N(CCC#N)c3ccc(F)cc3)CC2)cc1C	i	-19

(further entries)
SMILES	CHT allo act	OX1R antag
CC(C)CN(C(=O)Cn1nnc(-c2ccc(F)cc2)n1)C1CCS(=O)(=O)C1 (stereo not given)	i	-12
CCN(C(=O)Cc1cccs1)c1nnc(-c2cc(OC)c(OC)c(OC)c2)s1	i	-42
Cc1cc(C)n2c(SCCO)nnc2n1	i	-1
O=C(c1ccc(OC2CCN(C/C=C/c3ccc(F)cc3)CC2)cc1)N1CCCC1	i	-15
Cc1cc(C)nc(SCc2cc(=O)c(OC(=O)c3ccco3)co2)n1	i	-7
Cc1cccc(NC(=O)c2cc(C)nc3ccccc23)c1	i	-15
C/C(=N\NC(=O)c1cccc(N/N=C(\C)c2ccc([N+](=O)[O-])cc2)c1)c1ccc([N+](=O)[O-])cc1	i	-24
Cc1cc2nn(-c3cccc4ccccc34)nc2cc1N	i	-9
CCOC(=O)CSc1nnc(-c2cccnc2)o1	i	10
COc1ccc(-c2noc(-c3ccc(C)cc3)n2)cc1	i	-5
Cc1cc(C)cc(OCC(=O)N/N=C\c2cn(C)nc2C)c1	i	-10
CCOC(=O)c1ccc(NS(=O)(=O)c2cc(-c3nnnn3CC)ccc2OC)cc1	i	-19
CC(=O)c1cccc(NC(=S)N2CCCC2)c1	i	-25
Cc1csc(=O)n1CCC(=O)NCc1ccc(F)cc1	/	-7
O=C(Nc1nnc(SCC(=O)N2CCOCC2)s1)c1ccccc1Cl	i	-1

Compound activity: PubChem BioAssay, several laboratories
